PERK inhibitor = human PERK inhibition, primary cell-based screen | Q9NZJ5 | CHO PERK-DD fusion, SEAP luminescence translation reporter | inhibition, % at 5.6 µM | actives 0.17% (n = 220,000);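 active = inhibition above the mean inhibition of all tested compounds plus 3 SD, set separately per screening campaign, cut at about 2.9% in these data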;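 note: PERK kinase domain activated by AP20187 dimerizer at 100 nM; 0% = DMSO with dimerizer and 100% = rapamycin at 8.4 µM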
FXIa inh 1536 = factor XIa (human) inhibition | AID 798 | P03951 | actives 0.14% (n = 220,000) | purified FXIa, Boc-Glu-Ala-Arg-AMC fluorogenic substrate | inhibition, % at 5 µM;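 active = inhibition of at least 40%; inactive = inhibition below 40%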;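 note: fluorescence of freed AMC excited at 355 nm; 0% = enzyme without compound and 100% = no enzyme blank; many of its hits are not listed in these tables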
hK5 inh = inhibitors of human kallikrein 5; recombinant hK5, fluorogenic AMC substrate cleavage; inhibition, % at 5 µM; actives 0.59% (n = 210,000); AID 873;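 active = inhibition of 40% or more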;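 note: 0% = enzyme controls without compound and 100% = no-enzyme blanks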
Target sequence (Q9Y337 67-293 limits assumed): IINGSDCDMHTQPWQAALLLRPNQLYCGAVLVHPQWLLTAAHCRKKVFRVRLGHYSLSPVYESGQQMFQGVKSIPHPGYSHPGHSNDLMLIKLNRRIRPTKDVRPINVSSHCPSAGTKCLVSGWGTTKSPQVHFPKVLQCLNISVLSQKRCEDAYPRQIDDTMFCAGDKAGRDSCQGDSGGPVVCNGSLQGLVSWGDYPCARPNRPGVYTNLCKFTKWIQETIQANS
Rad51 HR inh = blocks human Rad51 in homologous recombination; Q06609; hRad51 DNA strand exchange, fluorescence dequenching; inhibition, % at 10 µM; actives 0.085% (n = 200,000);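 active = inhibition above 40% at the single screening dose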;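 note: 0% = DMSO control wells and 100% = blanks with heterologous ssDNA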
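Test system: preformed human Rad51 ssDNA filaments; also added: Donor/quencher-labelled 47-bp dsDNA substrate; doses: 10 µM final, single point; times: 37 °C 15-min filament assembly, 30-min compound preincubation, 15-min exchange; detection: FRET fluorescence dequenching, excitation 485 nm, emission 520 nm; read-out basis: Fluorescence-based percent inhibition, control- and blank-normalised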
FXIIa inh = factor XIIa (human) inhibition. purified FXIIa, Boc-QGR-AMC fluorogenic substrate, 2 h. inhibition, % at 5 µM. actives 0.3% (n = 220,000). AID 800; in the data active = inhibition above about 40%;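 note: 0% = enzyme with no compound and 100% = blank without enzyme; many of its hits are not listed in these tables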
Cl transport mod = KCC2 (human) Cl- transport modulation; Q9H2X9; KCC2 cells, thallium flux FluoZin-2 fluorescence; B-score of Tl+ flux slope (higher = more flux/activation; lower = inhibition) at 10 µM; actives 2.2% (n = 190,000);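 active = thallium flux slope and its plate-corrected score both differing from the plate sample mean at a set confidence after two filtering rounds, in either direction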;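 note: slope of fluorescence scaled to starting intensity during 10 to 20 s after thallium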
Thrombin inh = inhibitors of human thrombin | actives 0.26% (n = 220,000) | P00734 | alpha-thrombin, Boc-VPR-AMC fluorogenic substrate cleavage | inhibition, % at 5 µM;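 active = inhibition at or above 40%; inactive = inhibition below 40%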;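 note: 0% = enzyme with no compound and 100% = wells without enzyme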
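System: Human alpha-thrombin protein | Medium: pH 7.5 Tris (50 mM) with NaCl 150 mM, Tween 20 0.05% | Times: Enzyme reaction carried out at room temperature | Detection: AMC fluorescence, 355/460 nm | Evaluation: Percent inhibition scaled between no-compound controls and no-enzyme blanks | Benchmarks: Enzyme without compound as high, wells lacking enzyme as low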
Calpain2 inh = calpain II (pig) inhibition; purified calpain II, fluorogenic peptide substrate, 30 min; inhibition, % at 16 µM; actives 0.37% (n = 220,000);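 active = inhibition above about 50%, limit read from the data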
Furin inhibitor = blocks human furin protease activity | P09958 | purified furin, fluorogenic substrate cleavage | inhibition, % at 30 µM | actives 0.061% (n = 220,000) | AID 463115; in the data active = inhibition above about 25%; note: inactives centre near -15
Target sequence (P09958 108-714 limits assumed): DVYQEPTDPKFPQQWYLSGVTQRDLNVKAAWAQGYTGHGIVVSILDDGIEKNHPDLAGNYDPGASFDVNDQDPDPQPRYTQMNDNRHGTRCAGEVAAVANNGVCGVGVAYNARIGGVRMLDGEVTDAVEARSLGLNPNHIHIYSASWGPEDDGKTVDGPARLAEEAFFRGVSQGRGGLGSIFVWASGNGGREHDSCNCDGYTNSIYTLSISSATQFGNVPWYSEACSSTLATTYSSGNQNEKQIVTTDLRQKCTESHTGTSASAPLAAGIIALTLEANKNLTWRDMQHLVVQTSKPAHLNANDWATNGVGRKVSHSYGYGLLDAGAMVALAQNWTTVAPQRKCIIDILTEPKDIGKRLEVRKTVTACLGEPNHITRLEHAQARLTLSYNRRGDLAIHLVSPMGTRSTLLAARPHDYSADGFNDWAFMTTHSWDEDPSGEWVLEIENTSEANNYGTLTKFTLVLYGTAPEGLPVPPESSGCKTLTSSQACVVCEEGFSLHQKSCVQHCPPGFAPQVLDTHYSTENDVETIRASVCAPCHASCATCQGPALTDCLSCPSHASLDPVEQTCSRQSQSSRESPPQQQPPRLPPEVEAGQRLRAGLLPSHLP
* = called active by the depositor; i = inactive; . = not tested or not shown; [ ] = dose if it differs, or a comment.

SMILES	PERK inhibitor	FXIa inh 1536	hK5 inh	Rad51 HR inh	FXIIa inh	Cl transport mod	Thrombin inh	Calpain2 inh	Furin inhibitor
Cc1nnc2sc(-c3csc4c3CCCC4)nn12	0.3	-15	-11	-6	-1	0.71	-1	35	-10[20 µM]
CCOc1ccc2nc(NC(=O)CCC(=O)c3cccs3)sc2c1	-0.8	3	-4	7	18	-0.32	0	-50	-13[20 µM]
COc1ccc(-c2nnco2)cc1OC	1.8	-3	-5	4	10	2.3	-7	1	-18
Cc1cccc(NC(=O)c2cc3c([nH]c4ccccc43)c(C)n2)c1C	1.1	3	-18	-11	13	2.4	-7	-203	-18
CC(OC(=O)CN(C)S(=O)(=O)c1ccc(Cl)cc1)C(=O)Nc1ccc(N2CCOCC2)cc1 (stereo not drawn)	0.0	5	18	-5	11	-0.12	2	11	-9
Cc1nn(C(C)C(=O)N2CCc3ccccc3C2)c(=O)c2cc3occc3n12 (stereo not drawn)	-1.2	18	-12	-10	27	-0.31	-2	-7	-20
CN(C)c1ccc(Cl)cc1N	0.2	-2	2	-103	8	-1	-3	-31	-14
CC(c1ccco1)N(C(=O)c1ccc(Cl)s1)c1ccccn1 (stereo not drawn)	-0.2	.	.	4	.	-1	.	.	-25
CC1CN(CC(=O)Nc2ccc([N+](=O)[O-])cc2Br)CC(C)O1 (stereo not drawn)	-0.2	3	2	5	7	-0.93	-1	-6	-15
CCn1nc(C(=O)OCC(=O)N2c3ccccc3CC2C)c2ccccc2c1=O (stereo not drawn)	-0.3	11	-13	-4	20	-3.7	-7	49	-16
O=C(N/N=C/c1cccc([N+](=O)[O-])c1)c1cccc(Br)c1	1.2	2	-4	30	7	-0.71	3	13	-11
CCc1ccc(NC(=O)C(=O)NCc2ccccn2)cc1	0.7	2	2	0	8	.	-4	-5	-20
CCCCC(O)(CCN1CCOCC1)c1ccc(Cl)cc1 (stereo not drawn)	-0.2	-1	-13	0	13	.	0	8	-24[20 µM]
CCCCNC(=O)CSc1nc(N)c(C(=O)Nc2ccc(OC)cc2)s1	1.2	7	6	18	4	-1.3	-2	-15	-10
COc1ccc(OC)c(NC(=O)COC(=O)c2c3c(nc4ccccc24)CCCC3)c1	-2.0	2	-4	2	3	-0.0094	5	4	-11[20 µM]
COc1cc(C(=O)OCC(=O)Nc2ccc(F)cc2F)cc(OC)c1OC	-0.5	20	-4	7	20	-0.14	4	-4	-1[20 µM]
Cc1cc2cc(CN3C(=O)c4ccccc4C3=O)ccc2[nH]1	-0.9	4	-10	.	12	0.25	2	-3	-31
COc1cc(C(=S)N2CCCC2)ccc1OC(=O)c1ccc(Cl)cc1[N+](=O)[O-]	-0.5	3	-6	9	20	-0.82	3	4	-4[20 µM]
CNS(=O)(=O)c1cccc(C(=O)OCC(=O)C23CC4CC(CC(C4)C2)C3)c1	-0.5	-1	-8	-2	13	.	2	17	-9[20 µM]
Clc1ccc2c(N3CCCC3)ccnc2c1	-0.5	4	4	3	11	0.75	-1	1	-5[20 µM]

Looked up by compound from the list above, 2 records:
SMILES	PERK inhibitor	FXIa inh 1536	hK5 inh	Rad51 HR inh	FXIIa inh	Cl transport mod	Thrombin inh	Calpain2 inh	Furin inhibitor
CCc1ccc(NC(=O)C(=O)NCc2ccccn2)cc1	0.7	2	2	0	8	.	-4	-5	-20
Clc1ccc2c(N3CCCC3)ccnc2c1	-0.5	4	4	3	11	0.75	-1	1	-5[20 µM]

Additional results
SMILES	PERK inhibitor	FXIa inh 1536	hK5 inh	Rad51 HR inh	FXIIa inh	Cl transport mod	Thrombin inh	Calpain2 inh	Furin inhibitor
O=C(c1ccc(Oc2ccc([N+](=O)[O-])cc2Cl)cc1)N1CCCC1	-0.1	0	-5	17	5	0.061	-2	23	-10
CCOC(=O)c1sc(NC(=O)COc2ncnc3ccccc23)c(C(=O)OCC)c1C	-0.4	-5	-23	6	-1	-1.3	-14	-17	-15
CCC(=O)N1CCCc2cc(S(=O)(=O)N3CCN(C4CCCCC4)CC3)ccc21	.	-2	-4	2	9	.	-5	-5	.
Cc1cnc(C(=O)N2CCCC(C(=O)c3cccc(OC(C)C)c3)C2)cn1 (stereo not drawn)	0.9	-3	1	4	4	0.44	-8	-20	-21
C=CCCCCCCCCC(=O)NN	1.6	-9	-1	7	-7	.	-8	-5	-8[20 µM]
Cn1cccc1Cc1nnc(SCC(=O)N2CCOCC2)n1CCc1ccccc1	0.8	3	-6	1	15	0.17	-1	4	-24
Cc1cc(C(=O)NCc2nc(-c3ccccc3)no2)ccc1[N+](=O)[O-]	-0.4	0	-1	-17	13	-1.1	-1	32	-6
CC1(C)CC(=O)C(CC(=O)Nc2ccc(S(N)(=O)=O)cc2)=C(O)C1	0.9	-7	-19	-1	-3	-0.38	-2	13	-3[20 µM]
O=C(CSc1ncn[nH]1)Nc1cccc(S(=O)(=O)N2CCCCCC2)c1	0.1	-4	-8	.	-2	-0.3	-3	2	-14
O=C(NC(NCc1ccccn1)(C(F)(F)F)C(F)(F)F)c1ccco1	0.3	16	-17	-5	12	-0.75	4	17	-23
O=C(c1ccc(Cl)c(S(=O)(=O)N2CCCC2)c1)N1CCN(c2ccccc2)CC1	1.2	1	-4	-4	9	-2	6	22	-12
CN(C(=S)Nc1cccnc1)c1ccc(O)cc1	0.8	8	-7	.	15	0.93	0	-5	-17
Cc1ccc(C(=O)O/N=C\c2ccc(N3CCCCC3)c([N+](=O)[O-])c2)cc1	-0.2	-8	2	-11	18	-0.19	2	40	-7[20 µM]
CCOC(=O)c1cnc2c(c(C)nn2C)c1Oc1ccc(OC)cc1	0.5	-10	-8	17	4	-0.11	-3	9	-22
CCc1ccc(C(=O)COC(=O)CNC(=O)c2cccs2)cc1	0.7	-1	2	-5	5	-0.53	-4	-39	-6[20 µM]
O=C(Nc1ccc(S(=O)(=O)Nc2ncccn2)cc1)c1cnc(Cl)c(Cl)c1	1.1	-8	-3	-4	7	-0.89	-9	-5	-25
COc1ccc(CNC(=O)C2CCCN2S(=O)(=O)c2ccc(F)cc2)cc1 (stereo not drawn)	-0.4	-6	-5	.	1	-0.6	-2	-7	-18
CCc1cccc(NC(=O)CCc2nc(-c3cccs3)no2)c1	0.9	5	-6	-5	11	-2.6	-1	2	-17
Oc1ccc(CNc2ccccc2F)c2cccnc12	-0.2	-13	-34	-1	14	-0.024	1	-11	-30
CCN(CC)c1ccc2cc(C(C)=O)c(=O)oc2c1	0.3	2	-13	-172	7	i	6	-28	18[20 µM]
CC(C)Cc1c(O)nc(SCC(=O)Nc2ccc3c(c2)CCC3)[nH]c1=O	0.0	5	6	1	13	0.48	1	-3	-4[20 µM]
CC1(C)C(=O)OC(c2ccco2)C(C)(C)C1=O (stereo not drawn)	-0.6	4	0	-1	17	0.79	-1	28	-7[20 µM]
CCC(C)NC(=O)CC(NS(=O)(=O)c1ccc(C)cc1)c1ccc(OC)cc1 (stereo not drawn)	-0.9	4	-7	.	7	0.29	-4	7	-13
Cc1ccccc1CSCCC(=O)NCCC1=CCCCC1	1.0	15	-12	27	7	-1.1	0	20	-12
CC1CCCC(C(=O)O)N1C(=O)CCSC(=O)c1ccccc1 (stereo not drawn)	-0.3	6	2	-2	13	.	-3	-9	-8
O/N=C/c1ccc(OCC(O)COc2ccc(/C=N/O)cc2)cc1	1.3	1	-14	-1	9	.	0	-6	-16[20 µM]
O=C(CSc1nnc2ccccn12)c1ccc2c(c1)OCCO2	1.0	0	6	9	8	.	1	6	-7
O=C1OC(C(=O)Nc2ccccc2)Cc2ccccc21 (stereo not drawn)	1.6	-4	-9	14	5	-0.29	-10	-16	-16
COc1cc(NC(=O)COc2ccccc2[N+](=O)[O-])ccc1NC(=O)c1cccs1	-0.9	-3	-2	.	10	-0.48	0	-22	-19
Cc1ccc(S(=O)(=O)N(C)C)cc1NC(=O)COC(=O)/C(=C/c1ccc(F)cc1)c1cccs1	0.0	12	-7	-6	24	0.085	3	-52	-15
CCOc1ccccc1Nc1nc(N)nc(CSc2nccc(C)n2)n1	-0.1	6	-10	-2	15	.	-8	-7	-9[20 µM]
Nc1cc(Cl)ccc1Oc1ccc2ccccc2c1	0.4	-8	-10	-6	1	-0.0022	-4	-21	-17[20 µM]
CNC(=O)c1c(Cl)cnn1-c1ccc(C)cc1	0.4	4	.	-6	13	0.0045	1	-12	-8
CC(C)c1ccc(/C=C(\c2nc3ccccc3[nH]2)S(=O)(=O)c2ccccc2)cc1	-0.5	5	-10	.	12	-0.37	3	-30	-14
CN(C)/C=N/c1c(C#N)cnn1-c1ccccc1	0.6	-6	-15	-10	-2	.	-7	-19	-21
CC(c1ccccn1)N(Cc1ccco1)C(=S)Nc1cccc(F)c1 (stereo not drawn)	1.4	2	.	.	8	-0.0051	-1	-6	-36
O=C(Nc1ccccc1Br)c1ccccc1-c1ccccc1	1.2	22	-12	-49	9	-0.85	-2	-2	-23
O=C(Nc1ccccc1)c1ccccc1NC(=O)C(F)(F)F	0.2	4	3	-6	18	-1.5	0	-41	-17[20 µM]
COC(=O)CCNC(=O)Cn1cnc2sc3c(c2c1=O)CCCC3	0.0	0	2	0	10	-0.26	-3	-4	-22
NC(=NC(=O)c1ccccc1)N1CCOCC1	0.6	-83	7	4	15	-0.84	8	-13	-23[20 µM]
CC(=O)N/N=C(\C)C1COc2ccccc2O1 (stereo not drawn)	0.1	-2	0	.	4	0.2	-7	4	-4

Structural class: those above with four or more nitrogen atoms (9)
SMILES	PERK inhibitor	FXIa inh 1536	hK5 inh	Rad51 HR inh	FXIIa inh	Cl transport mod	Thrombin inh	Calpain2 inh	Furin inhibitor
Cc1nnc2sc(-c3csc4c3CCCC4)nn12	0.3	-15	-11	-6	-1	0.71	-1	35	-10[20 µM]
Cc1nn(C(C)C(=O)N2CCc3ccccc3C2)c(=O)c2cc3occc3n12 (stereo not drawn)	-1.2	18	-12	-10	27	-0.31	-2	-7	-20
CCCCNC(=O)CSc1nc(N)c(C(=O)Nc2ccc(OC)cc2)s1	1.2	7	6	18	4	-1.3	-2	-15	-10
Cn1cccc1Cc1nnc(SCC(=O)N2CCOCC2)n1CCc1ccccc1	0.8	3	-6	1	15	0.17	-1	4	-24
Cc1cc(C(=O)NCc2nc(-c3ccccc3)no2)ccc1[N+](=O)[O-]	-0.4	0	-1	-17	13	-1.1	-1	32	-6
O=C(CSc1ncn[nH]1)Nc1cccc(S(=O)(=O)N2CCCCCC2)c1	0.1	-4	-8	.	-2	-0.3	-3	2	-14
O=C(Nc1ccc(S(=O)(=O)Nc2ncccn2)cc1)c1cnc(Cl)c(Cl)c1	1.1	-8	-3	-4	7	-0.89	-9	-5	-25
CCOc1ccccc1Nc1nc(N)nc(CSc2nccc(C)n2)n1	-0.1	6	-10	-2	15	.	-8	-7	-9[20 µM]
CN(C)/C=N/c1c(C#N)cnn1-c1ccccc1	0.6	-6	-15	-10	-2	.	-7	-19	-21

Source: PubChem BioAssay

Not all compounds are listed (hit frequency here may not be typical).
